# Screening data from PubChem BioAssay.
# INS promoter inh = TRM-6 insulin promoter activity inhibition. TRM-6 cells (human fetal islet line), insulin promoter-eGFP reporter, imaging; reporter expression induced with tamoxifen. inhibition, % at 2 µM. 130,000 compounds, 0.9% hits. AID 1273;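 active means inhibition above the mean plus 3 SD, with well images judged a real hit on visual review, cut at about 60% in these data, passing the limit was not always enough; inconclusive means inhibition over the cutoff but images rejected on review; inactive means inhibition not above the cutoff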
# SDO1 yeast rescue = restores growth of sdo1-depleted yeast; 140,000 compounds, 0.21% hits; AID 817; S. cerevisiae sdo1-depleted JHY4D growth rescue, OD600 30 h; active compounds read high; pdr5 snq2 efflux-pump mutant strain; z-score at 10 µM;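 active means z-score above 3 at both the 24 hr and the 30 hr optical density reads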;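 further: z-score against mean and SD of all compound wells on the same plate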
# SDO1 yeast rescue Rescue 24 h = also measured in SDO1 yeast rescue; calls as there; z-score; S. cerevisiae sdo1-depleted JHY4D growth rescue, OD600; measured here: growth rescue at 24 h;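 0 is the plate mean of compound wells and units are plate SD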
# Numbers without * were called inactive; i = inactive; ? = inconclusive; . = not tested or not shown.
SDO1 yeast rescue	INS promoter inh	molecule	SDO1 yeast rescue Rescue 24 h
-1.2	15	O=C(NCc1cccs1)c1cc(-c2cccs2)on1	-1.1
-0.25	.	c1ccc(-c2cn3c(n2)-c2ccccc2C3)cc1	-0.69
0.4	30	CC(C)n1c(SCC(=O)Nc2ccccc2)nc2c1c(=O)n(C)c(=O)n2C	-0.2
1.5	-7	CC(=O)N/C(=C/c1ccccc1)C(=O)NC(Cc1ccccc1)C(=O)O (stereo not given)	2.3
1.2	27	CCc1ccccc1NC(=O)CSc1nc2ccccc2n1CC(=O)N1CCCC1	1.6
-1.1	-24	Cc1ccc(CSCCC(=O)NCCC2=CCCCC2)cc1	-0.68
-0.19	21	O=C(Nc1cccc(C(F)(F)F)c1)Nc1ccc(N2CCCC2)c(S(=O)(=O)Nc2ccccc2Cl)c1	0.22
-0.41	33	O=C(c1ccc(-c2cccc(C(F)(F)F)c2)o1)N1CCOCC1	-0.61
0.36	.	COc1ccc(C)cc1NC(=O)C(OC(=O)c1ccc(Cl)c(S(=O)(=O)N(C)c2ccccc2)c1)c1ccccc1 (stereo not given)	0.79
-1.3	42	CCCCOc1ccc(N(CC(=O)NC2CCCC2)C(=O)CCC(=O)Nc2ccccn2)cc1	-0.07
0.12	-17	Cc1c(Cl)cccc1NC(=S)N(CCCN1CCOCC1)Cc1cccs1	0.32
0.67	7	COc1cc(S(=O)(=O)Nc2cccc(C)c2)ccc1NC(=O)c1cccnc1	0.05
-0.49	12	COc1cc(OC)cc(C(=O)NCC(=O)OCc2csc(-c3ccccc3)n2)c1	-0.88
-0.1	-22	O=C(c1ccc(N2C(=O)C3CCCCC3C2=O)cc1)N1CCCCC1 (stereo not given)	-0.31
.	14	COc1cc2c(cc1OC)C(C(=O)N(C)Cc1ccccc1)C(c1cccnc1)N(C)C2=O (stereo not given)	.
1.1	.	O=C(NCCc1ccccc1)c1ccc(-n2cnnn2)cc1	1
-0.24	.	O=C(CN1CC(=O)Oc2ccccc21)OCC(=O)c1ccccc1	0.47
0.76	50	CCC(=O)Nc1cccc(C(=O)OCC(=O)c2ccccc2Cl)c1	0.21
-0.79	38	Cc1ccc(S(=O)(=O)N(C)/C(=N/S(=O)(=O)c2ccccc2)c2ccccc2)cc1	-0.67
-0.22	13	CN1CCN(c2ccc(Cl)cc2NC(=O)c2cccc(S(=O)(=O)N(C)C)c2)CC1	-0.37
0.6	.	CCc1ccc(C(=O)CC2(O)C(=O)N(CN3CCOCC3)c3ccccc32)cc1 (stereo not given)	0.13
-0.95	-34	C=CCOc1cc(C)nc(-c2ccccc2O)n1	-0.59
0.37	35	Nc1nc(Nc2ccc(Cl)cc2)n[nH]1	-0.26
-0.75	-20	COc1ccc(C2CC(c3ccccc3)=NN2S(=O)(=O)c2ccccc2)c(OC)c1 (stereo not given)	-0.73
0.01	.	CCCC1S/C(=N/N=C/c2cccs2)NC1=O (stereo not given)	0.02

# Single records, as listed above. Screens in order: SDO1 yeast rescue, INS promoter inh, SDO1 yeast rescue Rescue 24 h
# `CC(=O)N/C(=C/c1ccccc1)C(=O)NC(Cc1ccccc1)C(=O)O` (stereo not given) across the screens: 1.5, -7, 2.3
# `Nc1nc(Nc2ccc(Cl)cc2)n[nH]1` across the screens: 0.37, 35, -0.26
# `c1ccc(-c2cn3c(n2)-c2ccccc2C3)cc1` across the screens: -0.25, ., -0.69
# `Cc1c(Cl)cccc1NC(=S)N(CCCN1CCOCC1)Cc1cccs1` across the screens: 0.12, -17, 0.32

# (further entries)
SDO1 yeast rescue	INS promoter inh	molecule	SDO1 yeast rescue Rescue 24 h
0.74	.	CN(C)CC(O)COc1ccc(C(C)(C)c2ccc(OCC(O)CN(C)C)cc2)cc1 (stereo not given)	0.88
-0.29	-48	Cn1c(=O)[nH]c2ccc([N+](=O)[O-])nc21	-1.5
-0.24	-6	CC1CN(C(=O)c2ccc3c(c2)OCO3)CC(C)O1 (stereo not given)	-0.18
-1.2	4	COc1ccc(C(=O)Nc2cc(C)nc3ccccc23)cc1OC	-0.97
.	-36	CN(C)/C=C1\C(=O)NN=C1C(F)(F)F	.
0.53	6	CCOc1ccccc1N1CCN(C(=O)c2cc[n+]([O-])cc2)CC1	-0.11
-1.1	.	Cc1ccc(CNC(=O)c2sccc2-n2cccc2)cc1	-0.63
0.33	0	Cc1cc([N+](=O)[O-])nn1CC(=O)NCc1ccco1	-0.12
-2.2	i	O=c1oc2cc(O)ccc2cc1-c1nc2c(s1)CCc1ccccc1-2	-1.4
-1.3	.	c1ccc(N2CCN(c3nc4ccccc4n4cnnc34)CC2)cc1	-0.76
1	.	O=C1Oc2ccccc2C2(O)C3CCCCCC3C12 (stereo not given)	0.36
-1.1	?	COc1nc(NCc2ccco2)nc(NC2CCCCC2)n1	-0.56
.	-9	Cc1cccc(-c2nsc(SCC(=O)NCC3CCCO3)n2)c1 (stereo not given)	.
1.1	.	COc1ccc(OC)c(C2C(C(C)=O)=C(O)C(=O)N2CCN2CCOCC2)c1 (stereo not given)	2
0.53	-35	COc1ccc(C(=O)C[n+]2ccc(C)cc2)cc1	-0.39
0.41	.	O=C(NCc1ccc2c(c1)OCO2)c1cc2n(n1)C(C(F)(F)F)CC(c1ccc3c(c1)OCO3)N2 (stereo not given)	0.45
-0.89	-8	Cc1cc(OCC(=O)Nc2ccc(N3CCN(C(=O)c4ccco4)CC3)cc2)cc(C)c1Cl	0.08
-0.27	-4	O=C(N/N=C\c1cccc(OC(=O)c2ccco2)c1)c1ccc2c(c1)OCO2	-0.33
-0.58	-61	CCCCCOP(=O)(OCCCCC)C1(NS(=O)(=O)c2ccccc2)C=CC(=O)c2ccccc21 (stereo not given)	1.2
-0.76	.	CCCCN(CC)CCNC(=O)c1cc2c(C)nc3ccccc3c2o1	-0.97
0.1	12	COc1ccc(Cl)cc1S(=O)(=O)N1CCN(C(=O)c2cc(OC)c(OC)c(OC)c2)CC1	0.26
0.81	.	CSCC[C@H](NC(=O)C1CCN(S(=O)(=O)c2ccc(C)cc2)CC1)C(=O)NCC1CCCO1 (stereo not given in full)	1.3
-0.65	.	O=C(CN(Cc1ccc(F)cc1)S(=O)(=O)c1ccccc1)N1CCCCC1	-0.88
0.68	.	O=C(NCCc1ccccc1)C1CCCN(S(=O)(=O)c2cccc3nsnc23)C1 (stereo not given)	0.88
-0.12	-12	O=C(CSc1nnnn1-c1ccccc1)Nc1ccc(Cl)cc1	0.75

# Part of the list above, reformatted:
> COc1ccc(Cl)cc1S(=O)(=O)N1CCN(C(=O)c2cc(OC)c(OC)c(OC)c2)CC1
  SDO1 yeast rescue: 0.1	INS promoter inh: 12	SDO1 yeast rescue Rescue 24 h: 0.26

> CSCC[C@H](NC(=O)C1CCN(S(=O)(=O)c2ccc(C)cc2)CC1)C(=O)NCC1CCCO1 (stereo not given in full)
  SDO1 yeast rescue: 0.81	INS promoter inh: .	SDO1 yeast rescue Rescue 24 h: 1.3

> O=C(CN(Cc1ccc(F)cc1)S(=O)(=O)c1ccccc1)N1CCCCC1
  SDO1 yeast rescue: -0.65	INS promoter inh: .	SDO1 yeast rescue Rescue 24 h: -0.88

# Following part:
SDO1 yeast rescue	INS promoter inh	molecule	SDO1 yeast rescue Rescue 24 h
0.17	36	Cn1c(N/N=C/c2cc3ccccc3nc2Cl)nc2ccccc21	1.8
0.88	-40	COc1ccc(O)c(/C=N/NC(=O)c2ccc(CSc3nc(C)cc(C)n3)cc2)c1	0.4
0.81	-200	Cc1ccc(N2C(=O)CCSC23C(=O)Nc2ccccc23)cc1 (stereo not given)	0.27
0.24	-28	COC(=O)c1cn(C(=O)c2ccco2)c2ccccc12	0.41
-1.6	41	CCc1cc(C(N)=O)c(NC(=O)c2ccc(OC)cc2)s1	-0.94
-1.1	7	O=C(CSCc1ccc(Cl)cc1)Nc1ccc2c(c1)OCCO2	-0.64
-0.87	25	CC(=O)N1CCN(Cc2nc3cc(NC(=O)C4CCCCC4)ccc3n2C)CC1	-1.7
-0.79	47	Nc1nc(NCc2c(F)cccc2Cl)nn1-c1ccccc1	-1.4
0.68	25	CCCS(=O)(=O)c1snnc1C	0.04
-0.66	.	Cn1c(=O)c2c(ncn2CC(=O)OCC(=O)NCc2ccc(Cl)cc2)n(C)c1=O	-1.4
-2.2	.	Cc1c(-c2nc(N)nc(Nc3ccccc3)n2)oc2ccccc12	-1.2
0.17	-19	NNC(=O)CSc1c(-c2cccs2)[nH]c2ccccc12	0.07
-0.47	16	CCc1nc(SCC(=O)NCCc2ccccc2)c2oc3ccccc3c2n1	2.2
0.16	5	CC(C)(C)NCc1ccccc1OCc1cccs1	-0.57
-0.06	-8	Cn1cccc1C(=O)C(=O)Nc1ccc(Cl)cc1	-0.61
.	23	COC(=O)CSc1nc2ccc(C)cc2cc1C#N	.
0.09	.	O=C(CSc1ccccn1)c1ccc(F)cc1	-0.51
.	-6	COC(=O)Cc1ccc(NC(=S)NCc2ccc(OC)cc2)cc1	.
.	-5	COc1cc(CN2CCCC(C(=O)c3ccccc3SC)C2)cc(OC)c1 (stereo not given)	.
.	14	CCc1nnc(NC(=O)CSc2nc(C)cc(C)c2C#N)s1	.
-0.43	-37	Cc1c(N2C(=O)/C(=C3/C(=O)N(C)c4ccccc43)SC2=S)c(=O)n(-c2ccccc2)n1C	-0.7
-1.1	25	Cc1cccc(S(=O)(=O)Nc2cccc3c2C(=O)c2ccccc2-3)c1	-1
-0.91	0	CC(C)(C)OC(=O)N1CCC[C@H]1c1nnc(SCc2ccccc2F)o1	-1.4
0.96	41	COc1ccc(OCCSc2nnc(-c3ccc(OC)cc3)n2N)cc1	0.86
2	21	CN1CCN(CCOc2cccc(Cl)c2)CC1	1.5

# The final 4 compounds of the section before open the next one.
SDO1 yeast rescue	INS promoter inh	molecule	SDO1 yeast rescue Rescue 24 h
-1.1	25	Cc1cccc(S(=O)(=O)Nc2cccc3c2C(=O)c2ccccc2-3)c1	-1
-0.91	0	CC(C)(C)OC(=O)N1CCC[C@H]1c1nnc(SCc2ccccc2F)o1	-1.4
0.96	41	COc1ccc(OCCSc2nnc(-c3ccc(OC)cc3)n2N)cc1	0.86
2	21	CN1CCN(CCOc2cccc(Cl)c2)CC1	1.5
0.92	.	c1ccc(CCNC2=NCCCS2)cc1	0.12
0.65	-28	CC(=O)CCc1c(C)[nH]c2ccccc2c1=O	-0.26
-0.15	-393	CCCOc1c(Cl)cc(/C=N/O)cc1OCC	0.53
-0.87	12	COc1ccc(N2CCN(Cc3nc4c(c(=O)[nH]c(=O)n4C)n3CCCc3ccccc3)CC2)cc1	-0.57
0.43	-25	CC1=CC(C)(C)N2C(=O)C3(C(C#N)=C(N)Oc4cc(C)oc(=O)c43)c3cccc1c32 (stereo not given)	-0.37
.	-24	CN(C)/C=C(/C(=O)c1ccccc1)S(=O)(=O)c1ccc(Cl)cc1	.
0.38	.	CCC1(CC)Cc2ccccc2-c2nc(CN3CCOCC3)[nH]c(=O)c21	0.69
-0.97	-92	Cc1cccc2cc(C#N)c(SCC(=O)Nc3ccccc3N3CCOCC3)nc12	-0.46
0.69	4	CCc1ccc2[nH]c(=O)c(CN(CCN(C)C)C(=O)Nc3ccccc3)cc2c1	-0.35
.	-5	O=C(Nc1cccc2c1C(=O)NC2=O)c1cccc(N2C(=O)CCC2=O)c1	.
-0.46	-6	COc1cc(NC(=S)N2CCN(C/C=C/c3ccccc3)CC2)cc(OC)c1	-0.72
.	10	COc1ccc(-n2c3c(c(=O)[nH]c2=O)C(NC(=O)c2ccncc2)(C(F)(F)F)C(=O)N3)cc1 (stereo not given)	.
-0.77	-29	Cc1cccc(CSc2nnc(-c3ccccn3)n2N)c1	-0.67
-0.58	20	C1CCN=C(Nc2nc3c(s2)CCCC3)CC1	-1.1
.	-60	CCOCCCNC(=S)N1CCCC(c2nc3ccc(C)cc3[nH]2)C1 (stereo not given)	.
.	-11	Cc1ccc(Nc2nc(-c3ccncc3)cs2)cc1	.
-0.6	33	Cc1cc(C2(c3ccc(O)c(C)c3)OC(=O)c3ccccc32)ccc1O	1.2
.	20	CCCN1C(=O)/C(=c2\sc3nc(=O)c(Cc4ccc(C)cc4)nn3c2=O)c2ccccc21	.
0.58	8	CC(=NCCCn1ccnc1)c1c(-c2ccccc2)[nH]n(-c2nc3ccccc3s2)c1=O	0.39
-2	-31	COc1ccc(Nc2nc(N3CCCC3)nc(N3CCCC3)n2)c(OC)c1	-1.2
-0.81	.	Cc1ccc(C(c2nnnn2C(C)(C)C)N(Cc2ccco2)Cc2cccs2)cc1 (stereo not given)	-1.3
0.47	.	COc1ccc2c(c1)CCc1c(C(=O)N3CCOCC3)noc1-2	1.1
-0.96	-31	Cc1ccc(NC(=O)COC(=O)CCc2nc3ccccc3n2-c2ccccc2)c(C)c1	0.22
-1.1	-50	CCc1ccccc1N(C(=O)c1cccs1)C1C=CS(=O)(=O)C1 (stereo not given)	-1.3
1.2	16	CN(Cc1ccccc1)c1nc2c(c(=O)[nH]c(=O)n2C)n1C	0.64
0.1	-7	CCN(CC)C(=O)c1sc(NC(=O)c2cccnc2)c(C(=O)OC)c1C	0.74
1.1	-55	COc1ccc(N2CCN(C(=O)C(CCSC)N=C3NS(=O)(=O)c4ccccc43)CC2)cc1 (stereo not given)	1.4
0.08	-21	O=C(CCN1CCN(CCO)CC1)Nc1ccc(OCc2ccccc2)cc1	-0.61
.	-79	N/C(=N\OC(=O)C1CCCCC1)c1ccncc1	.
-0.04	.	CCOC(=O)N/N=C/C=C/c1ccccc1	-0.74
0.28	.	CN=C1SC(C(=O)O)CC(=O)N1C (stereo not given)	-0.1
0.14	-31	CCN(C(=O)COc1cccnc1[N+](=O)[O-])C1CCS(=O)(=O)C1 (stereo not given)	0.45
1.2	.	Cc1ccc(-c2nc(CSCC(=O)N3CCOCC3)c(C)o2)cc1	0.37
1.9	-44	O=C(c1ccncc1)c1ccc(Br)cc1	0.75
